Dynein transport – dynein cargo transport inhibition. 3617.4 mouse cells, GR-EGFP nuclear translocation imaging; test concentration mostly 20 µM; stimulated with dexamethasone, 1 µM; active compounds read low. actives 0.47% (n = 220,000). z-score, hits read low. AID 1381;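 active means plate z-score of nuclear minus cytoplasmic receptor signal below a set negative limit, without overly bright fluorescence or cell loss, cut at about -3.5 in these data, passing the limit was not always enough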;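 further: z-score of nuclear minus cytoplasmic ring GR-EGFP intensity difference per well; some compounds called inactive have numbers as strong as hits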
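Also added: dexamethasone, 1.0 µM final. Medium: tet-free, stripped-serum medium. Detection: fixed, Hoechst-stained cells imaged at 10x for EGFP. Read-out: nuclear-to-cytoplasmic GR-EGFP distribution per well. Times: induction 48 h, compound 1 h, agonist 30 min.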
MT stabilize HCS – stabilizes microtubules in HeLa cells | % tubulin-high responders, % at 10 µM | actives 0.83% (n = 200,000) | HeLa tubulin immunostaining HCS, 24 h; share of cells brighter than vehicle mean+2SD;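 active means plate Z-score above 3 for both tubulin-high and condensed-nucleus cell shares, with cell loss under 80%, at 10 µM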;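 further: anti alpha tubulin signal scored within the nucleus-defined area of each cell; some results filed as inactive read as strong as hits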
Autophagy mod – alters autophagy in cells; MEF GFP-LC3 puncta imaging; test concentration mostly 10 µM; calls only at 10 µM (by protocol); actives 0.98% (n = 190,000);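 active means percentage of spot-positive cells more than 3 SD above its plate mean, without a fluorescence outlier flag or 80% toxicity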;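 further: spot-positive cell cutoff set from DMSO-treated cells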
XIAP displacement – small molecules displacing peptide from XIAP – biochemical, IAP family, fluorescence polarization (AID 1018). XIAP BIR domain, fluorescence polarization peptide displacement; higher % means a stronger effect. one-dose displacement, % at 20 µM; IC50 in µM for titrated hits. actives 0.007% (n = 200,000); in the data active means displacement above about 50%; further: a part of the inactive calls stands beside numbers as strong as those of hits
Lipid droplet – modulators of hepatic lipid droplet formation. AML12 mouse hepatocytes, oleate lipid droplets, BODIPY imaging. inhibition, % at 6.5 µM. actives 0.4% (n = 240,000). AID 1656;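 active means lipid droplet intensity inhibited by at least 50%, with more than 500 cells counted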
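Assay system: AML12 mouse liver cells | Compound dosing: One dose, 6.5 µM compound | Read-out basis: Droplet intensity reduction, % inhibition | Measured by: Fluorescence imaging, 20x objective, two fields per well | Schedule: Overnight treatment with compound plus oleate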
ER stress rescue – rescue of cells from ER stress-induced death, primary screen, 384-well, CSM14.1, thapsigargin, ATP luminescence (AID 1222); CSM14.1 thapsigargin-induced death rescue, ATP luminescence; higher % means a stronger effect; one-dose cellular ATP content (survival), % at 20 µM; EC50 in µM for titrated hits; 190,000 tested, under 10 active;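 active means EC50 below 50 µM in the dose-response confirmation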;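 further: death triggered by thapsigargin at about 15 µM added after 2 h compound pretreatment; cell ATP read after overnight thapsigargin exposure of roughly 18 to 22 hours; normalized against plate controls of thapsigargin alone and 5% DMSO vehicle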
Ins promoter up – MIN6 insulin promoter up-regulation; MIN6 insulin promoter-GFP reporter, high-content imaging; active compounds read high; z-score at 5 µM; actives 0.3% (n = 190,000); AID 1625;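 active means z-score above 3 at 5 µM with at least 500 cells counted in the well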
WT yeast gro inh – growth inhibition of WT yeast, mitochondrial fusion screen. inhibition, % at 10 µM. AID 1362. mitochondrial fusion phenotypic screen, WT strain. actives 2.1% (n = 190,000); in the data active means inhibition above about 58%; tested in S. cerevisiae
b-catenin transl – modulators of beta-catenin nuclear translocation; actives 0.3% (n = 190,000); HeLa beta-catenin nuclear translocation, immunofluorescence imaging; AID 1665; nuclear translocation activity, % at 5 µM;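 active means nuclear translocation activity above 50% at 5 µM, with a well cell count of 50 or more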;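 further: per-cell ratio of nuclear to cytoplasmic median beta-catenin stain intensity; plate controls were DMSO negative control for no effect and GSK-3 inhibitor IX positive control for full effect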
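System: Human HeLa cells, endogenous beta-catenin | Compound dosing: 5 µM primary, 0.02–20 µM confirmation | Timing: 24 h compound exposure at 37°C, 5% CO2 | Measured by: Fluorescence imaging of beta-catenin antibody stain plus DAPI | Read-out basis: % activation of per-cell nuclear versus cytoplasmic median beta-catenin signal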
WT yeast gro inh mutant strain – recorded beside WT yeast gro inh, whose call it bears; inhibition, %; mitochondrial fusion phenotypic screen, mutant strain inhibition
Dynein transport cytoplasmic EGFP – further read-out of Dynein transport, marked with its call; z-score; measured here: cytoplasmic GR-EGFP intensity; active compounds read high
Dynein transport nuclear GR-EGFP – recorded beside Dynein transport, whose call it bears; z-score; measured here: nuclear GR-EGFP intensity;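 lower value marks the stronger effect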
Dynein transport cell count – also measured in Dynein transport; calls as there; z-score; measured here: cell count per field
Ins promoter up cell count – second read-out of Ins promoter up, no call of its own (marks repeat the call); cell count; measured here: cytotoxicity, nuclei count;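 total cells summed across four imaged fields per well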
Lipid droplet cells 6.5 µM – further read-out of Lipid droplet, marked with its call; cell count; measured here: cell count, cytotoxicity flag;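 cells counted across two imaged fields per well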
b-catenin transl cell count 5 µM – also measured in b-catenin transl; calls as there; cell count; measured here: cell count, cytotoxicity flag
MT stabilize HCS Hoechst-high % – further read-out of MT stabilize HCS, marked with its call; % Hoechst-high responders; measured here: nuclear condensation Hoechst responders;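 share of cells brighter than vehicle mean plus two SD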
MT stabilize HCS cytotoxicity % – second read-out of MT stabilize HCS, no call of its own (marks repeat the call); toxicity, %; measured here: cytotoxicity by cell density;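 0% = mean cell density of plate MIN control wells and 100% = no cells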
Autophagy mod cell loss 18 h – also measured in Autophagy mod; calls as there; toxicity, %; measured here: cell loss, nuclei count;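 cell loss after 18 h compound exposure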
Active calls of the source: *. Outcome played no part in choosing rows, and some 4% of all compounds hit somewhere here.

For CCCCCNC(=O)c1ccc2c(=O)n(CCCN3CCCC3=O)c(=S)[nH]c2c1 the results were Dynein transport 0.905, MT stabilize HCS 2.9, Autophagy mod inactive, XIAP displacement -7.6%, Lipid droplet 12.6, ER stress rescue -1.3%, Ins promoter up -0.97, WT yeast gro inh 8.5, b-catenin transl 0.7, WT yeast gro inh mutant strain 10.3, Dynein transport cytoplasmic EGFP -0.292, Dynein transport nuclear GR-EGFP 0.49, Dynein transport cell count -0.244, Ins promoter up cell count 1194, Lipid droplet cells 6.5 µM 736, b-catenin transl cell count 5 µM 993, MT stabilize HCS Hoechst-high % 2.0, MT stabilize HCS cytotoxicity % 7.4 and Autophagy mod cell loss 18 h -34.0.
For CC(C)OC(=O)c1cc2c(ccn2C)n1CC(=O)N(Cc1ccccc1)c1ccc(F)cc1 the results were Dynein transport 0.794, MT stabilize HCS 3.5, Autophagy mod inactive, XIAP displacement -3.6%, Lipid droplet -8.0, ER stress rescue -2.5%, Ins promoter up -0.17, WT yeast gro inh 46.7, b-catenin transl 4.6, WT yeast gro inh mutant strain -5.0, Dynein transport cytoplasmic EGFP -0.108, Dynein transport nuclear GR-EGFP 0.952, Dynein transport cell count -2.21, Ins promoter up cell count 1353, Lipid droplet cells 6.5 µM 615, b-catenin transl cell count 5 µM 972, MT stabilize HCS Hoechst-high % 2.0, MT stabilize HCS cytotoxicity % 5.7 and Autophagy mod cell loss 18 h 14.6.
Cc1ccc(-c2csc(NC(=O)Cn3[nH]c(=O)c4ccccc4c3=O)n2)cc1 was read as Dynein transport -0.228, MT stabilize HCS 5.1, Autophagy mod inactive, XIAP displacement -4.0%, Lipid droplet -16.0, ER stress rescue 1.2%, Ins promoter up 0.1, WT yeast gro inh -1.4, b-catenin transl -0.2, WT yeast gro inh mutant strain 0.9, Dynein transport cytoplasmic EGFP -0.281, Dynein transport nuclear GR-EGFP -0.153, Dynein transport cell count 0.197, Ins promoter up cell count 1297, Lipid droplet cells 6.5 µM 628, b-catenin transl cell count 5 µM 1003, MT stabilize HCS Hoechst-high % 2.8, MT stabilize HCS cytotoxicity % 3.1 and Autophagy mod cell loss 18 h 6.7.
O=C(c1ccccc1)c1nccn1-c1ccc(Cl)nn1 was read as Dynein transport 0.416, Lipid droplet 1.2, Ins promoter up -0.7, b-catenin transl 1.4, Dynein transport cytoplasmic EGFP -0.248, Dynein transport nuclear GR-EGFP 0.223, Dynein transport cell count -0.0864, Ins promoter up cell count 1451, Lipid droplet cells 6.5 µM 737 and b-catenin transl cell count 5 µM 1122.
For Cc1cccc(NC(=S)NNC(=O)c2cc3c(s2)CCC(C)C3)c1C (stereo not drawn) the results were Dynein transport 1.53, MT stabilize HCS 2.6, Autophagy mod inactive, XIAP displacement -8.8%, Lipid droplet 2.1, ER stress rescue -2.3%, Ins promoter up 0.58, WT yeast gro inh -14.3, WT yeast gro inh mutant strain 0.6, Dynein transport cytoplasmic EGFP -0.177, Dynein transport nuclear GR-EGFP 0.439, Dynein transport cell count -1.46, Ins promoter up cell count 1213, Lipid droplet cells 6.5 µM 693, MT stabilize HCS Hoechst-high % 2.5, MT stabilize HCS cytotoxicity % 8.0 and Autophagy mod cell loss 18 h 3.9.
Screening O=C(NCCCN1CCOCC1)c1sc2cc(F)ccc2c1Cl returned Dynein transport -1.22, MT stabilize HCS 2.6, Autophagy mod inactive, XIAP displacement -5.6%, Lipid droplet 41.6, ER stress rescue -0.2%, Ins promoter up -0.64, WT yeast gro inh 2.5, b-catenin transl 8.2, WT yeast gro inh mutant strain 21.1, Dynein transport cytoplasmic EGFP -0.37, Dynein transport nuclear GR-EGFP -0.591, Dynein transport cell count 2.24, Ins promoter up cell count 1242, Lipid droplet cells 6.5 µM 660, b-catenin transl cell count 5 µM 1073, MT stabilize HCS Hoechst-high % 1.2, MT stabilize HCS cytotoxicity % 4.4 and Autophagy mod cell loss 18 h -8.4.
For O=C(Cn1cnc2c(cnn2-c2ccccc2)c1=O)Nc1ccc(S(=O)(=O)N2CCOCC2)cc1 the results were Dynein transport 0.141, MT stabilize HCS 1.6, Autophagy mod inactive, XIAP displacement -0.8%, Lipid droplet 11.7, ER stress rescue 1.3%, Ins promoter up -0.58, WT yeast gro inh 0.5, b-catenin transl 3.7, WT yeast gro inh mutant strain 4.4, Dynein transport cytoplasmic EGFP -0.216, Dynein transport nuclear GR-EGFP 0.468, Dynein transport cell count -0.496, Ins promoter up cell count 1520, Lipid droplet cells 6.5 µM 634, b-catenin transl cell count 5 µM 1046, MT stabilize HCS Hoechst-high % 2.4, MT stabilize HCS cytotoxicity % 2.6 and Autophagy mod cell loss 18 h 7.7.
CCn1c(SCC(=O)Nc2nc3ccccc3s2)nnc1-c1ccc(OC)cc1 was read as Dynein transport 0.983, MT stabilize HCS 4.2, Autophagy mod inactive, XIAP displacement 2.0%, Lipid droplet 7.5, ER stress rescue -1.2%, Ins promoter up 0.28, WT yeast gro inh -8.5, b-catenin transl 2.6, WT yeast gro inh mutant strain -15.3, Dynein transport cytoplasmic EGFP -0.0613, Dynein transport nuclear GR-EGFP 0.437, Dynein transport cell count 0.469, Ins promoter up cell count 1324, Lipid droplet cells 6.5 µM 833, b-catenin transl cell count 5 µM 970, MT stabilize HCS Hoechst-high % 2.6, MT stabilize HCS cytotoxicity % 6.7 and Autophagy mod cell loss 18 h 0.0.
For COC(=O)c1[nH]c2ccc(C)cc2c1NC(=O)CN1CCN(c2ccc(F)cc2)CC1 the results were Dynein transport -0.536, MT stabilize HCS 3.3, Autophagy mod inactive, XIAP displacement -1.4%, ER stress rescue -1.8%, Ins promoter up -0.54, WT yeast gro inh 15.1, b-catenin transl -5.2, WT yeast gro inh mutant strain 18.6, Dynein transport cytoplasmic EGFP -0.216, Dynein transport nuclear GR-EGFP -0.154, Dynein transport cell count 0.224, Ins promoter up cell count 892, b-catenin transl cell count 5 µM 773, MT stabilize HCS Hoechst-high % 1.1, MT stabilize HCS cytotoxicity % 0.7 and Autophagy mod cell loss 18 h 6.6.
`COC(=O)c1c(NS(C)(=O)=O)sc2c1CCCC2` gave Dynein transport 0.29, MT stabilize HCS 3.6, Autophagy mod inactive, XIAP displacement -4.3%, Lipid droplet -7.9, Ins promoter up -0.29, WT yeast gro inh 0.3, WT yeast gro inh mutant strain 1.3, Dynein transport cytoplasmic EGFP -0.208, Dynein transport nuclear GR-EGFP 0.583, Dynein transport cell count -0.824, Ins promoter up cell count 1204, Lipid droplet cells 6.5 µM 662, MT stabilize HCS Hoechst-high % 1.9, MT stabilize HCS cytotoxicity % 5.3 and Autophagy mod cell loss 18 h -9.1.
For CC(C)n1cnc2c(NCc3ccccc3)nc(NCc3ccccc3)nc21 the results were Dynein transport 0.462, Lipid droplet 24.3, Ins promoter up -0.43, b-catenin transl 0.7, Dynein transport cytoplasmic EGFP -0.704, Dynein transport nuclear GR-EGFP 0.3, Dynein transport cell count -0.0326, Ins promoter up cell count 936, Lipid droplet cells 6.5 µM 710 and b-catenin transl cell count 5 µM 1275.
For CCN1C(=O)CC(N2CCC(Cc3ccccc3)CC2)C1=O (stereo not drawn) the results were Dynein transport 0.361, MT stabilize HCS 2.9, Autophagy mod inactive, WT yeast gro inh -7.5, WT yeast gro inh mutant strain 3.6, Dynein transport cytoplasmic EGFP -0.156, Dynein transport nuclear GR-EGFP 0.327, Dynein transport cell count -0.876, MT stabilize HCS Hoechst-high % 2.4, MT stabilize HCS cytotoxicity % 6.6 and Autophagy mod cell loss 18 h -9.4.
`Cc1cc(NC(=O)CSc2n[nH]c(CC(C)C)n2)no1` gave Dynein transport -0.709, MT stabilize HCS 2.6, Autophagy mod inactive, XIAP displacement -10.0%, Lipid droplet -19.5, WT yeast gro inh 6.4, WT yeast gro inh mutant strain 9.7, Dynein transport cytoplasmic EGFP -0.272, Dynein transport nuclear GR-EGFP -1.01, Dynein transport cell count 0.55, Lipid droplet cells 6.5 µM 611, MT stabilize HCS Hoechst-high % 2.1, MT stabilize HCS cytotoxicity % 7.6 and Autophagy mod cell loss 18 h -8.8.
Screening COCCOC(=O)c1c(C)oc2ccc(NS(=O)(=O)c3ccc(C)cc3)cc12 returned Dynein transport 2.08, Lipid droplet 0.0, Ins promoter up -2.15, b-catenin transl -1.9, Dynein transport cytoplasmic EGFP -0.255, Dynein transport nuclear GR-EGFP 1.48, Dynein transport cell count -0.697, Ins promoter up cell count 1073, Lipid droplet cells 6.5 µM 689 and b-catenin transl cell count 5 µM 1308.
`Cc1c(C(=O)N2CCN(S(C)(=O)=O)CC2)oc2ccccc12` gave Dynein transport -0.101, MT stabilize HCS 4.2, Autophagy mod inactive, XIAP displacement -5.4%, Lipid droplet 2.1, Ins promoter up 0.63, WT yeast gro inh 1.4, WT yeast gro inh mutant strain 8.1, Dynein transport cytoplasmic EGFP -0.26, Dynein transport nuclear GR-EGFP -0.132, Dynein transport cell count 1.47, Ins promoter up cell count 1296, Lipid droplet cells 6.5 µM 691, MT stabilize HCS Hoechst-high % 2.8, MT stabilize HCS cytotoxicity % 5.6 and Autophagy mod cell loss 18 h -5.1.

Screening results as filed in PubChem.
